TEAD-YAP block – TEAD-YAP interaction inhibition; inhibition, % at 9.12 µM; actives 1.4% (n = 640,000); HEK-TIYL cells, TEAD-Gal4/YAP UAS-luciferase luminescence; AID 1259422; in the data active means inhibition above about 32%;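 further: 0% = median of test compound wells and 100% = reference inhibitor wells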
GPR151 activ – human GPR151 activation. PathHunter beta-arrestin GPR151 cells, luminescence. activation, % at 11.2 µM. actives 1% (n = 650,000). AID 1508602; in the data active means activation above about 4.9%;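 further: 0% = median of compound wells and 100% = cells with positive control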
Target sequence (Q8TDV0 whole entry, looked up): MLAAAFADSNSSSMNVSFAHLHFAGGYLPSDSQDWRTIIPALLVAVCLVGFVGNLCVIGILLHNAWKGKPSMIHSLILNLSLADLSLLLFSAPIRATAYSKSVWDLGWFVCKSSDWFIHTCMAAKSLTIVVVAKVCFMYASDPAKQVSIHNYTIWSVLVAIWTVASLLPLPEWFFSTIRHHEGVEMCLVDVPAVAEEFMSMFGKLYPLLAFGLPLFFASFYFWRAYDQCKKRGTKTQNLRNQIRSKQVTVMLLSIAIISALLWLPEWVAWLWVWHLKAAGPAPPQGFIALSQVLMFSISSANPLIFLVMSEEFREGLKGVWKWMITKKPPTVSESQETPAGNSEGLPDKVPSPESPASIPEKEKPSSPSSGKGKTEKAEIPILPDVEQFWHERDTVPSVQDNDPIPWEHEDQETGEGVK
FBW7 activator – human FBW7 E3 ligase activation, primary screen. actives 0.13% (n = 650,000). Q969H0. AlphaScreen FBW7–phospho-cyclin E peptide binding, activator screen. normalized activity (activation), % at 26.1 µM; in the data active means normalized activity above about 1.9%;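 further: purified mutant Fbw7 with reduced substrate affinity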
Target sequence (Q969H0 whole entry, looked up): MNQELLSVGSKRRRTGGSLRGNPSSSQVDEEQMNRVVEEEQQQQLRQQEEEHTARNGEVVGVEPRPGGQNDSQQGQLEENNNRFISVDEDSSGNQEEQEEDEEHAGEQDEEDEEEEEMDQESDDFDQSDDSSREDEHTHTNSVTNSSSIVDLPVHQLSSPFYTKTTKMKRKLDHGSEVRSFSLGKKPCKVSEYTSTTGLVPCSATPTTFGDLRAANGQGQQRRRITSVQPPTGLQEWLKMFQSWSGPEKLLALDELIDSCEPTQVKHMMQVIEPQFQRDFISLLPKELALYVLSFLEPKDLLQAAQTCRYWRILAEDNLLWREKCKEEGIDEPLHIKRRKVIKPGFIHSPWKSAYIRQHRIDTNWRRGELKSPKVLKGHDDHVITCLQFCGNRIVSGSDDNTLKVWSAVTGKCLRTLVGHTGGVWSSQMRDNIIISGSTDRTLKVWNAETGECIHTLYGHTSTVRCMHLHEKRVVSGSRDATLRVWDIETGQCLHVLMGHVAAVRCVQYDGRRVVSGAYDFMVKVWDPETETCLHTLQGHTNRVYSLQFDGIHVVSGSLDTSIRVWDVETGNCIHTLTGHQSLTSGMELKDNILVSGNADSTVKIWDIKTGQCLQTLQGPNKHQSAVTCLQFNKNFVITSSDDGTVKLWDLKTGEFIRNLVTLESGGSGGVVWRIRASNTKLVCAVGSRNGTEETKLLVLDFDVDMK
MITF primary – inhibitors of human MITF; O75030; AlphaScreen MITF homodimerization, bead proximity signal; inhibition, % at 2.6 µM; actives 0.91% (n = 650,000); AID 1259374; in the data active means inhibition above about 50%;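 further: 0% = vehicle wells with protein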
The depositor's hits bear a star; / = no result given.

Below each compound – TEAD-YAP block	GPR151 activ	FBW7 activator	MITF primary
COc1ccc2c(c1)nc(NCCO)n2C
 : 2	1.0	-0.2	3
COc1ccc(NC(=S)N2CCN(CCN3C(C)=CC(=C(C#N)C#N)C=C3C)CC2)cc1
 : 3	-0.4	-0.1	2
COC(=O)C1=C(C)N=c2s/c(=C/c3ccc(Cl)cc3)c(=O)n2C1c1ccccc1 (centres undefined)
 : 8	2.1	0.0	-3
N#Cc1c(NC(=O)CSc2nnc(-c3cccnc3)n2N)sc2c1CCCC2
 : 4	1.3	-0.1	0
O=C(CSc1nnc2c(n1)[nH]c1ccc(S(=O)(=O)N3CCOCC3)cc12)c1cccc([N+](=O)[O-])c1
 : 9	-0.4	0.0	1
CC(C)(C)NC(=O)Cn1c2ccccc2n2c(SCc3ccccn3)nnc12
 : 13	-2.1	0.8	11
Oc1ccc(CCNc2nc(-c3ccc(N4CCOCC4)nc3)nc3c2ncn3Cc2ccc(C(F)(F)F)cc2)cc1
 : -1	0.5	0.0	-17
CCC(=O)Nc1nc(C)c(-c2csc(Nc3cc(OC)ccc3OC)n2)s1
 : 6	-0.4	-0.1	16
CN(Cc1ccccc1)C(=O)COc1cccnc1[N+](=O)[O-]
 : -2	0.8	-0.1	-8
CCN1CCN(CCCNC(=O)Cc2cn(C)c3ccccc23)CC1
 : 12	0.0	0.5	17
COC(=O)Cn1sc2cc([N+](=O)[O-])ccc2c1=O
 : 0	0.3	-0.1	6
COCCN=c1scc(-c2ccc(Cl)cc2)n1/N=C/c1ccc2c(c1)OCO2
 : 1	3.5	0.2	16
C#Cc1cccc(NC(=O)c2cccc(N3C(=O)c4ccc(C(=O)Nc5cccc(C#C)c5)cc4C3=O)c2)c1
 : -31	-0.8	0.0	-1
O=C(CSc1nnc(Cc2ccccc2)o1)NCC(=O)Nc1ccc(F)c(F)c1F
 : 2	-0.8	0.1	13
O=c1c(=O)n(Cc2ccccc2F)ccn1Cc1ccccc1
 : -1	-1.1	-0.1	2

Among those listed so far, three contain a nitro group on carbon.
Below each compound – TEAD-YAP block	GPR151 activ	FBW7 activator	MITF primary
O=C(CSc1nnc2c(n1)[nH]c1ccc(S(=O)(=O)N3CCOCC3)cc12)c1cccc([N+](=O)[O-])c1
 : 9	-0.4	0.0	1
CN(Cc1ccccc1)C(=O)COc1cccnc1[N+](=O)[O-]
 : -2	0.8	-0.1	-8
COC(=O)Cn1sc2cc([N+](=O)[O-])ccc2c1=O
 : 0	0.3	-0.1	6

Next section.
Below each compound – TEAD-YAP block	GPR151 activ	FBW7 activator	MITF primary
Cc1cccc(NC(=O)CN2C(=O)C(=O)c3ccccc32)c1
 : 4	1.2	-0.1	3
CCOc1cc(C2C3=C(CC(C)(C)CC3=O)Nc3ccccc3N2C(=O)c2ccccc2)ccc1O (centres undefined)
 : 3	0.8	0.0	-1
CCOC(=O)C1=C(C)N=c2s/c(=C\c3ccc(OCc4ccccc4)c(OCC)c3)c(=O)n2C1c1ccc(N(C)C)cc1 (centres undefined)
 : 4	-0.2	-0.1	12
Cc1c(C#N)c(O)n(C)c(=O)c1N=Nc1cccc(C(=O)O)c1
 : -2	-6.8	-0.2	-2
COC(=O)C(CCCCNC(=O)c1ccccc1)NC(=O)c1ccccc1 (centres undefined)
 : 3	-0.4	-0.1	6
CCOC(=O)c1c(N)oc(C)c1C(C)=O
 : 8	0.4	-0.2	-3
COc1ccc(-n2nc(C(=O)N3CCN(Cc4ccccc4)CC3)c3ccccc3c2=O)c(OC)c1
 : 22	-0.6	-0.1	9
O=C(NCc1cccnc1)c1ccc(-c2csc3ccccc23)s1
 : 16	1.9	0.1	8
N#C/C(=C(/O)c1ccc2c(c1)S(=O)(=O)c1ccccc1C2=O)c1nnc2n1CCCCC2
 : -5	1.1	0.2	3
COc1ccc(-c2c(C#N)c(N)nc3c(N=Nc4ccccc4)c(N)nn23)cc1
 : -4	0.0	-0.1	-1
CC(=O)N1c2c(cc(Br)cc2S(=O)(=O)Nc2cc(F)ccc2F)CC1C (centres undefined)
 : 10	-0.1	0.0	1
COc1ccc(NC(=O)C(=O)N/N=C(\C)CC(=O)NCc2ccccc2OC)c(OC)c1
 : 2	2.8	0.0	-6
CC(=O)c1nc(Nc2ccccc2)sc1C
 : -9	0.1	0.3	15
N#Cc1ccc(OCCOC(=O)Cn2cnnn2)cc1
 : 2	-0.4	0.0	2
c1cncc(CNc2ncnc3nc(Nc4ccc5ncccc5c4)[nH]c23)c1
 : 38*	-1.8	-0.2	-3

Additional compounds
Below each compound – TEAD-YAP block	GPR151 activ	FBW7 activator	MITF primary
OCCNc1cc(NC2CCN(Cc3ccccc3)CC2)ncn1
 : 11	1.4	-0.2	13
COc1cccc(NC(=O)c2cccc(NC(=O)CCC(=O)O)c2)c1
 : 1	1.1	0.0	10
CCOC(=O)NC(=O)CSc1nc(-c2ccccc2)cn1N
 : 2	0.0	-0.2	-1
CCCOC(=O)c1ccc(NC(C)=O)cc1
 : -21	-1.1	-0.1	-5
COc1cc(OC)cc(C(=O)NCC23CC4CC(C2)CC(c2ccc(C)cc2)(C4)C3)c1
 : 1	0.8	0.2	-3
COC(=O)c1sc2cc([N+](=O)[O-])ccc2c1N
 : 3	1.2	-0.2	1
C=C(CC(NP(=O)(OCC)OCC)(C(=O)OC)C(F)(F)F)c1ccccc1 (centres undefined)
 : 6	4.6	0.0	-2
COc1cccc(C2=CC(c3ccc(OC)c(OC)c3)n3c(nc4ccccc43)N2)c1 (centres undefined)
 : -89	-2.4	-0.1	5
Cc1ccc2c(c1)NC(=O)C(CC(=O)NC(C)C13CC4CC(CC(C4)C1)C3)O2 (centres undefined)
 : -2	-0.3	0.0	-9
O=C(NCC(c1ccc2c(c1)OCO2)N1CCOCC1)C(=O)Nc1ccc(F)cc1F (centres undefined)
 : -14	-1.9	0.1	-15
Cc1nc2ccccc2n2c(O)c(CC(=O)O)cc12
 : 0	0.0	0.4	5
CC(=O)c1cccc(NC(=S)Nc2cc(C)cc(C)n2)c1
 : -35	3.5	-0.6	14
Cc1ccc(N2CCN(c3ncnc4c3cnn4-c3ccc(C)cc3C)CC2C)cc1 (centres undefined)
 : -6	-1.1	-0.1	0
Nc1ncnc2nc(SCC(=O)NCc3ccco3)[nH]c12
 : 1	1.1	-0.1	8
N#Cc1ccc(NC(=O)Nc2cccn(Cc3ccc(F)cc3)c2=O)cc1
 : 21	1.1	0.4	12

Carrying on:
Below each compound – TEAD-YAP block	GPR151 activ	FBW7 activator	MITF primary
COc1ccc(C2CC(=O)C3=C(C2)NC(C)=C(C(=O)OC(C)C)C3c2ccc(Br)cc2)cc1OC (centres undefined)
 : 13	0.5	0.5	14
O=C1c2ccccc2S(=O)(=O)N1CC(O)COc1ccc(Cl)cc1 (centres undefined)
 : -10	0.8	0.0	-8
COc1cc(C2Oc3nc(SC)nnc3-c3ccccc3N2C(C)=O)ccc1OCc1ccccc1 (centres undefined)
 : 5	0.8	-0.1	-3
COc1cc(OC)nc(C2CCCCC2C(=O)NCC2CCCO2)n1 (centres undefined)
 : -1	0.1	0.1	2
COc1ccc(CC2(CCC(=O)NCc3ccccc3)CCC(=O)N2)cc1OC (centres undefined)
 : 12	-0.1	0.1	8
CCOc1ccc(C(=O)NC(=S)Nc2nc(C)c(C(=O)OC)s2)cc1
 : -40	-0.6	0.1	17
O=C(c1cc2nc(-c3ccccc3)cc(-c3ccccc3)n2n1)N1CCN(c2ccccc2)CC1
 : -7	-0.5	0.0	5
CCC(CC)C1C(C#N)=C(N)OC2=C1C(=O)CC(C)(C)C2 (centres undefined)
 : 2	2.7	0.1	-3
O=C(Nc1ccc2ccccc2c1)C(c1ccccc1)c1ccccc1
 : 12	0.0	0.3	-4
O=C1N=C(N2CCOCC2)S/C1=C/c1ccc(O)c([N+](=O)[O-])c1
 : 10	-0.2	0.1	0
CCOC(=O)c1c(NC(C)=O)sc(I)c1-c1ccccc1
 : 1	0.8	0.5	14
Cc1nc(NCc2ccccc2)cc(-c2cncc(-c3ccc(F)cc3)c2)n1
 : 5	0.3	0.0	-1
O=c1[nH]c2cc(Cl)ccc2c(O)c1-c1cccc(Oc2ccccc2)c1
 : /	-0.7	0.2	20
Cc1nn(-c2ccc(F)cc2)c(Cl)c1/C=N/NC(=O)c1c(C)nc2ccccn12
 : -3	-0.1	0.1	8
COc1ccccc1-n1c(N)c(C#N)c2nc3ccccc3nc21
 : -5	-0.3	0.0	3

The list continues:
Below each compound – TEAD-YAP block	GPR151 activ	FBW7 activator	MITF primary
CN(C)C(=O)CSc1nc(-c2ccccc2)c(-c2ccccc2)o1
 : -10	-0.3	0.1	-7
C=CCOc1ccc(/C=c2\sc3nc(-c4ccco4)nn3c2=O)cc1OC
 : -3	0.3	-0.1	4
O=C(c1ccc2[nH]ncc2c1)N1CCCN(C(=O)C(O)c2ccc(Br)cc2F)CC1 (centres undefined)
 : -4	2.7	-0.3	9
O=S(=O)(c1ccccc1)N(CC1CO1)c1cccc2ccccc12 (centres undefined)
 : 4	0.5	-0.1	3
Cc1ccc(OCC(=O)Nc2nnc(S(=O)(=O)N3CCCCCC3)s2)cc1
 : 1	-0.7	0.0	-1
Cc1sc2c(c1C)C(=O)NC(c1ccc(N(C)C)cc1)N2 (centres undefined)
 : -35	-0.4	-0.2	6
Cc1nn(C(C)C(=O)NCc2ccco2)c(C)c1[N+](=O)[O-] (centres undefined)
 : -2	3.1	-0.1	5
OC(COc1c(F)cc(Br)cc1F)CN1CCN(c2ccccn2)CC1 (centres undefined)
 : -7	4.6	0.1	5
Cc1cc2nc3s/c(=C/c4cccc5ccccc45)c(=O)n3c2cc1C
 : 8	-0.4	0.3	-5
COc1cccc(CNCCC2CCC(=O)N2CC(O)COc2cccc(OC)c2)c1 (centres undefined)
 : 3	1.0	0.0	0
CC1CCN(C(=O)CSc2nnc3sc4ccccc4n23)CC1
 : -4	-1.0	0.4	-4
O=C(COc1ccccc1)NCC(c1cccs1)S(=O)(=O)c1cccs1 (centres undefined)
 : -4	-0.2	0.9	17
COc1ccc(OC)c(NC(=O)CCN2CCCCC2)c1
 : 2	-0.7	0.0	17
CC(C)[C@@H](Cn1nc(C2CC2)ccc1=O)NC(=O)c1cnc(N(C)C)nc1
 : -11	-0.4	0.0	7
Cc1cc(Cl)c(S(=O)(=O)Nc2ccc(Oc3ccccc3)cc2)cc1OCC(N)=O
 : 3	1.0	0.1	-3

Sorted by SMILES length (highest first): part of the list above
Below each compound – TEAD-YAP block	GPR151 activ	FBW7 activator	MITF primary
Cc1cc(Cl)c(S(=O)(=O)Nc2ccc(Oc3ccccc3)cc2)cc1OCC(N)=O
 : 3	1.0	0.1	-3
Cc1nn(C(C)C(=O)NCc2ccco2)c(C)c1[N+](=O)[O-] (centres undefined)
 : -2	3.1	-0.1	5
Cc1sc2c(c1C)C(=O)NC(c1ccc(N(C)C)cc1)N2 (centres undefined)
 : -35	-0.4	-0.2	6

Next results follow.
Below each compound – TEAD-YAP block	GPR151 activ	FBW7 activator	MITF primary
CN1CCN(C(=O)c2cc3c(=O)[nH]c4ccccc4c3s2)CC1
 : -15	2.4	0.0	9
Cc1c(C(=O)Oc2ccccc2F)sc2ncn(Cc3cccc(F)c3)c(=O)c12
 : -5	0.1	-0.2	4
Cc1ccc2c3c(ccc2n1)NC1=C(C(=O)CCC1)C3c1ccc(Cl)cc1Cl (centres undefined)
 : -8	1.6	0.0	5
CN(C)c1nc2ccc(OC(=O)COc3ccccc3)cc2s1
 : -16	-1.8	-0.1	15
CC(C)(C)c1ccc(OCCCC(=O)NC2=NCCS2)cc1
 : -14	-4.3	0.4	15
O=C(Cc1ccccc1)NC(CCP(=O)(O)O)C(=O)O (centres undefined)
 : -1	-0.1	0.0	16
c1ccc(C2CC3CC(c4ccccc4)N2O3)cc1 (centres undefined)
 : 7	0.5	0.0	-7
O=C(CN1CCN(CCN2C(=O)c3cccc4cccc(c34)C2=O)CC1)c1ccc(F)cc1
 : -3	0.0	0.1	2
CC(C)[C@H](NC(N)=O)C(=O)Nc1ccc2c(c1)OCO2
 : 6	-2.2	0.1	16
COc1cccc(N(CC(=O)Nc2cccc(N(C)S(C)(=O)=O)c2)S(C)(=O)=O)c1
 : 14	-1.3	-0.2	9
CN=c1scc(-c2ccccc2F)n1/N=C/c1ccc2c(c1)OCO2
 : 94*	-10	-0.2	14
O=C(/C=C/c1cccc2ccccc12)N1CCCC1
 : -55	1.2	0.0	0
COc1ccc(C2CC(c3cccs3)=NN2C(=O)CSc2nnc(CNC(=O)c3ccccc3F)n2-c2cccc(Cl)c2)cc1 (centres undefined)
 : 0	-0.2	-0.1	11
C=CCN(c1ccccc1)S(=O)(=O)c1ccc(N2C(=O)CCC2=O)cc1
 : 10	-0.5	-0.2	4
CC(=O)Nc1ccc(NC(=O)COc2ccc(Cl)c(C)c2)cc1
 : -10	-1.1	-0.1	-16

Next compounds.
Below each compound – TEAD-YAP block	GPR151 activ	FBW7 activator	MITF primary
Cc1c(N(CC(=O)O)S(=O)(=O)c2ccccc2)c(=O)n(-c2ccccc2)n1C
 : 6	1.3	0.1	8
CN1CCN(c2ccc(CNS(=O)(=O)c3ccsc3)cc2)CC1
 : -6	1.0	-0.1	6
Cc1ccc(S(=O)(=O)N2CCCCC2C(=O)N2CCCCCC2)cc1 (centres undefined)
 : -8	-2.4	-0.2	0
CCOc1cc(/C=C2/N=C(c3cccc(OC)c3)OC2=O)ccc1OC
 : 8	-1.2	0.6	12
O=C(/C=C/c1ccc(F)cc1)Nc1nc2ccccc2s1
 : 4	-1.2	0.2	14
CCOC(=O)C(CC)Oc1ccc2c(C)cc(=O)oc2c1 (centres undefined)
 : 8	-0.5	0.1	11
O=C(Nn1c(C2CCCCC2)nc2ccccc2c1=O)c1ccc([N+](=O)[O-])cc1
 : 4	-0.4	-0.1	0

Assay outcomes as filed in PubChem.
